Screening results deposited in PubChem by Johns Hopkins Ion Channel Center.
KCNK3 inh: human KCNK3 channel inhibitors, primary screen, CHO cells, FluxOR thallium flux, B-score; Potassium channel subfamily K member 3 (Homo sapiens), O14649; FluxOR fluorescence; active compounds read low; B-score at 10 µM; 340,000 compounds, 0.84% hits;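 active means B-score under library mean minus 4 SD, starting fluorescence ratio at most library mean plus 5 SD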;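 further: more negative B-score means stronger inhibition of thallium flux through KCNK3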
MrgX1 agonist: agonists of human MrgX1 receptor, primary screen, HEK293 cells, Fluo-4 calcium flux | Mas-related G-protein coupled receptor member X1 (Homo sapiens), Q96LB2 | Fluo-4 calcium fluorescence, agonist mode; active compounds read high | B-score at 10 µM | 310,000 compounds, 0.44% hits;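 active means calcium response B-score plate-corrected fluorescence ratio at least 3 library SD, with starting fluorescence B-score inside 5 SD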
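Material: HEK293 cells stably expressing human MrgX1 receptor | Quantity: 15,000 cells per well | Times: Cells plated overnight, dye loaded 0.5 h 37 °C, 0.5 h room temperature | Measured by: Kinetic Fluo-4 NW fluorescence of intracellular calcium | Control set: Positive and negative controls per plate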
RGS4 act: RGS4 potentiators or activators, primary screen, cell-based, HEK293 M3R inducible RGS4, calcium flux; B-score at 10 µM; AID 463111, 2010; carbachol calcium flux Fluo4; active compounds read low; 310,000 compounds, 0.92% hits;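 active means B-score of the integrated calcium signal more than 4 SD below the library mean, with starting fluorescence not abnormally high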;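 further: negative B-score means reduced calcium response which marks RGS4 activation or potentiation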
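System: HEK293 FlpIn-TREx cells, stable M3R, doxycycline-inducible RGS4. Timing: overnight RGS4 induction, 30 min dye load 37 °C, 20 min compound RT. Also added: carbachol, ECmax concentration. Measured by: Fluo4 fluorescence kinetic imaging of calcium. Evaluation: integrated calcium ratio converted to B score.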
TMEM16A act: TMEM16A chloride channel activators or potentiators, primary screen, cell-based, HTS; Anoctamin-1 (Mus musculus), Q8BHY3; HEK293 TMEM16A/YFP-H148Q/I152L, iodide quench fluorescence; active compounds read low; B-score at 10 µM; 340,000 compounds, 0.3% hits;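 active means fluorescence-ratio B-score plate-corrected deviation score at least 3 library SD below zero, with starting fluorescence score within 5 deviations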;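 further: channel opened by trigger with iodide after compound preincubation; score built on the fluorescence ratio of max minus min over baseline; more negative score means more quench and so TMEM16A activation or potentiation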
KCNK9 block: KCNK9 potassium channel inhibitors, primary screen, HEK293 cells, thallium flux; FluxOR thallium flux fluorescence; active compounds read low; B-score at 10 µM; 310,000 compounds, 1.2% hits; AID 488922, 2010;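 active means ratio B-score over 3 SD below the library mean, with starting fluorescence within 5 SD of its mean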;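 further: negative B-score means less thallium flux so channel inhibition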
RGS4 block: RGS4 inhibitors, primary screen, cell-based, HEK293 M3R inducible RGS4, calcium flux; Regulator of G-protein signaling 4 (Homo sapiens), P49798; Fluo-4 calcium flux; active compounds read high; triggered by carbachol at its EC20; B-score at 10 µM; 310,000 compounds, 0.45% hits; AID 463165, 2010;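 active means B-score, a plate-corrected calcium signal, over three deviations above library mean, with baseline fluorescence within five deviations of library mean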;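 further: RGS4 expression induced by doxycycline in cells with stable M3 receptor; B-score is computed from the integrated fluorescence ratio over baseline after carbachol; higher B-score means a larger calcium signal and so more RGS4 inhibition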
KCNQ1 block: inhibitors of human KCNQ1 channel, primary screen, cell-based, thallium flux, high-throughput; Potassium voltage-gated channel subfamily KQT member 1 (Homo sapiens), P51787; AID 2642, 2010; B-score at 10 µM; CHO-K1 KCNQ1, FluxOR thallium flux fluorescence; active compounds read high; 310,000 compounds, 1.3% hits;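 active means compounds whose thallium flux B-score, printed positive for inhibition, exceeds three library SD while starting fluorescence stays within three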;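 further: channel opened by potassium depolarization with thallium stimulus after 20 min compound exposure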
hERG rescue: hERG rescue from dofetilide block, primary screen, cell-based, CHO-hERG, FluxOR thallium flux, dofetilide IC70. Voltage-gated inwardly rectifying potassium channel KCNH2 (Homo sapiens), Q12809. dofetilide IC70 present. activation (rescue from dofetilide block), less the hit threshold, % at 10 µM. 310,000 compounds, 0.51% hits;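 active means activation above the mean of controls blocked by dofetilide plus 5 SD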;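 further: thallium influx through hERG after potassium depolarization seen as dye fluorescence rise; in these data hits start at about 4.7%; inactives centre near -7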
Target sequence (Q12809 whole entry, looked up): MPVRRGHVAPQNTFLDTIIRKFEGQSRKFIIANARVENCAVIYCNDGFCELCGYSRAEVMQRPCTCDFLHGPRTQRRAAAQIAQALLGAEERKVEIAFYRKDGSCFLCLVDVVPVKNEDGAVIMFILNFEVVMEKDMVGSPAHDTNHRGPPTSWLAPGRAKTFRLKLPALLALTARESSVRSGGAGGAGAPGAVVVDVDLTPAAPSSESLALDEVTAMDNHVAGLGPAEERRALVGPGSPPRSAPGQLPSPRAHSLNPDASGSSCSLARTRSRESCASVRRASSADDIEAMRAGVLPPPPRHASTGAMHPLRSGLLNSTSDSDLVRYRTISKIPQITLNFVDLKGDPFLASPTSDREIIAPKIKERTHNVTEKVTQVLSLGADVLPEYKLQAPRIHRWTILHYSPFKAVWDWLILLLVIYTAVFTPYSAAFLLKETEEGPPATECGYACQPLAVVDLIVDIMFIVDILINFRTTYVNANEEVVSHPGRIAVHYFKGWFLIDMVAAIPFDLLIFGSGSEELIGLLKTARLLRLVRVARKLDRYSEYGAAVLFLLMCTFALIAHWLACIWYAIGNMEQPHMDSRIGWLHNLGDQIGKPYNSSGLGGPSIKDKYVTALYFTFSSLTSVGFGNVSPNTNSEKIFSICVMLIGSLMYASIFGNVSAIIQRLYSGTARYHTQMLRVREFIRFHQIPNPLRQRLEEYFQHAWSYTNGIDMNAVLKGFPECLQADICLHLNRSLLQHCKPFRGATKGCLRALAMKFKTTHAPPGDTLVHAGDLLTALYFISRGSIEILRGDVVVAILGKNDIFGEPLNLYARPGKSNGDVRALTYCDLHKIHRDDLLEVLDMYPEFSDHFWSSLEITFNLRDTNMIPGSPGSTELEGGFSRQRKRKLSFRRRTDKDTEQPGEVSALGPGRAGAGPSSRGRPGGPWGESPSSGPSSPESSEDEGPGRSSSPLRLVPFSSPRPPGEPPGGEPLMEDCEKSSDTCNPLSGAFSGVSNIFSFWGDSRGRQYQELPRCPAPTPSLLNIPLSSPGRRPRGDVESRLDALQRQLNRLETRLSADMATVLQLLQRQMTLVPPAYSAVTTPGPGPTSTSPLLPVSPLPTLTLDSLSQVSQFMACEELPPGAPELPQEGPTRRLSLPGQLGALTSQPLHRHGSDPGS
KCNQ1 act: potentiators or activators of KCNQ1 channel, primary screen, cell-based, thallium flux, high-throughput | CHO-K1 KCNQ1, thallium flux FluxOR fluorescence; active compounds read high | AID 2648, 2010 | B-score at 10 µM | 310,000 compounds, 0.35% hits;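 active means fluorescence ratio B-score, a plate-corrected score, at least three library SD, with initial intensity B-score within 5 SD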
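assay system = CHO-K1 cells stably expressing KCNQ1 | medium = assay buffer, equal DMSO in all wells | timing = 37 °C overnight plating, 90-min dark dye load, 20-min compound pretreatment | measured by = kinetic FluxOR thallium fluorescence, 10-s 1-Hz baseline, 110-s post-stimulus read | measure = fluorescence change relative to baseline, converted to B score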
MrgX1 allo act: positive allosteric modulators of MrgX1, primary screen, HEK293 cells, Fluo-4 calcium flux | Mas-related G-protein coupled receptor member X1 (Homo sapiens), Q96LB2 | FDSS; active compounds read high | B-score at 10 µM | 310,000 compounds, 0.63% hits | AID 588675, 2011;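 active means plate-corrected calcium response at least 3 library SD above typical, normal starting fluorescence, not activating the receptor alone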;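 further: compound read alongside a low EC10 to EC30 dose of BAM8-22 agonist; peak minus trough fluorescence over baseline measured at the second addition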
ANO1 block: TMEM16A chloride channel inhibitors, primary screen, cell-based, HTS; AID 588511, 2011; Anoctamin-1 (Mus musculus), Q8BHY3; HEK293 TMEM16A/YFP iodide influx fluorescence, ionomycin; 310,000 compounds, 1.2% hits; normalized B-score (activity score, 25-100; higher = stronger inhibition) at 10 µM;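 active means ratio plate-corrected score three or more library SD toward inhibition, starting fluorescence score within five deviations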;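 further: score derived from kinetic fluorescence span divided by baseline fluorescence per well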
An asterisk follows results filed as active; i = inactive; nt = no result given.

SMILES	KCNK3 inh	MrgX1 agonist	RGS4 act	TMEM16A act	KCNK9 block	RGS4 block	KCNQ1 block	hERG rescue	KCNQ1 act	MrgX1 allo act	ANO1 block
C=C(C)c1cccc(C(C)(C)NC(=O)NCC2COCCO2)c1 (configuration not stated)	i	i	i	i	i	i	i	-6	i	i	i
CCOC(=O)c1c(CSC(=N)N)n(-c2ccccc2)c2cc(Br)c(OC(C)=O)cc12	-10*	i	i	i	i	i	i	-32	i	i	i
O=C(Nc1ccccc1)c1ccc(NCc2ccco2)c(S(=O)(=O)N2CCOCC2)c1	i	i	i	i	i	i	i	-6	i	i	i
Cc1ccc(CNC(=O)CSc2nc3ccsc3c(=O)n2Cc2ccc(C(=O)O)cc2)cc1	i	i	i	i	i	i	i	-10	i	i	i
COc1cc(S(=O)(=O)NC(Cc2c[nH]c3ccccc23)C(=O)O)ccc1NC(C)=O (configuration not stated)	i	i	i	i	i	i	i	-11	i	i	i
Cc1cc(C)cc(OCC(=O)NN2C(=O)c3ccccc3C2=O)c1	i	i	i	i	i	i	i	-2	i	i	i
CON(C)S(=O)(=O)c1cccc(C(=O)NC2CCSc3ccccc32)c1 (configuration not stated)	i	i	i	i	i	i	i	-11	i	i	i
O=C(CCCN1C(=O)/C(=C/c2cccc(Br)c2)SC1=S)N1CCOCC1	i	i	i	i	i	i	i	-8	i	i	i
COc1ccc(Cn2c(=O)cc(C)[nH]c2=S)cc1	i	i	i	i	i	i	i	-8	i	i	i
O=C(NCc1ccccc1)/C(NC(=O)c1ccccc1)=C(/Sc1ccccn1)c1ccccc1	i	i	i	i	i	i	i	-4	i	i	i
O=C(O)CSc1ncnc2scc(-c3ccccc3)c12	i	i	i	i	i	i	i	-18	i	i	i
CN(CCC#N)C(=O)COC(=O)c1ccc(Cl)cc1O	i	i	i	i	i	i	i	-3	i	i	i
Cc1cccc(NC2=C(Cl)C(=O)OC2OC(=O)c2ccco2)c1 (configuration not stated)	i	i	i	i	i	i	i	-1	i	i	i
O=C(O)c1ccccc1/C=N/Nc1ccc(S(=O)(=O)N2CCCC2)cc1[N+](=O)[O-]	i	i	i	i	i	i	i	-13	i	i	i
CC(Sc1nnc(C2CC2)n1N)C(=O)NC1CCCCC1C (configuration not stated)	i	i	i	i	i	i	i	-10	i	i	i

Complete entries from above. Order of values: KCNK3 inh	MrgX1 agonist	RGS4 act	TMEM16A act	KCNK9 block	RGS4 block	KCNQ1 block	hERG rescue	KCNQ1 act	MrgX1 allo act	ANO1 block
Profile of COc1ccc(Cn2c(=O)cc(C)[nH]c2=S)cc1 : i	i	i	i	i	i	i	-8	i	i	i
Profile of Cc1cccc(NC2=C(Cl)C(=O)OC2OC(=O)c2ccco2)c1 (configuration not stated) : i	i	i	i	i	i	i	-1	i	i	i

Further records:
SMILES	KCNK3 inh	MrgX1 agonist	RGS4 act	TMEM16A act	KCNK9 block	RGS4 block	KCNQ1 block	hERG rescue	KCNQ1 act	MrgX1 allo act	ANO1 block
O=C(c1ccc2[nH]c(=O)c(=O)[nH]c2c1)N1CCc2ccccc21	i	i	i	i	i	i	i	-7	i	i	i
O=C(c1ccccc1Cc1ccccc1)N1CCN(S(=O)(=O)c2ccccc2[N+](=O)[O-])CC1	i	i	i	i	i	i	i	-13	i	i	i
CCOC(=O)CC1(NC(=O)C2CCC(=O)N(C3CC3)C2)CCCCC1 (configuration not stated)	i	i	i	i	i	i	i	-8	i	i	i
COc1cc(S(=O)(=O)N2CCOCC2)c(OC)c(S(=O)(=O)N2CCOCC2)c1	i	i	i	i	i	i	i	0	i	i	i
COc1c2ccoc2c(OC)c2oc(=O)ccc12	i	i	i	i	i	i	i	-6	i	i	i
CCOc1ccc(Cc2n[nH]c(=S)n2N)cc1	i	i	i	i	i	i	i	0	i	i	i
CC(=O)NC1c2ccccc2C(=O)N1Cc1ccccc1 (configuration not stated)	i	i	i	i	i	i	i	-1	i	i	i
CCOC(=O)N1CCN(C(=O)c2ccc3nc(N4CCC(C)CC4)sc3c2)CC1	i	i	i	i	i	i	i	-5	i	i	i
O=C(NCCCn1ccnc1)C(F)(F)C(F)(F)C(=O)NCCCn1ccnc1	i	i	i	i	i	i	i	-12	i	i	i
COc1ccccc1/C=C/C=N/n1c(-c2ccc(C)cc2)n[nH]c1=S	i	i	i	i	i	i	i	-10	i	i	i
CSc1ccccc1NC(=O)COC(=O)c1c[nH]c(=O)[nH]c1=O	i	i	i	i	i	i	i	-6	i	i	i
CCOc1cc(CNn2cnnc2SCC(=O)NC(C)(C)C)ccc1OCC(=O)NC(C)(C)C	i	i	i	i	i	i	i	-3	i	i	i
CN(C)c1nc(N(C)C)nc(N2CC(CCl)OC2=N)n1 (configuration not stated)	i	i	i	i	i	i	i	-7	i	i	i
Cc1ccc(NC(=O)CSc2nsc(SCC(=O)Nc3ccc(C)cc3C)c2C#N)c(C)c1	i	i	i	i	i	i	i	-2	i	i	i
O=C(O)c1ccc(CNC(=O)c2ccccc2NC(=O)c2cccc([N+](=O)[O-])c2)cc1	i	i	i	i	i	i	i	-4	i	i	i
O=C(N/N=C/c1cccnc1)c1cc(-c2cccs2)nc2ccccc12	i	i	i	i	i	i	i	-3	i	i	i
COC(=O)c1c(N2C(=O)Nc3ccccc3N2O)sc(C)c1C	i	i	i	i	i	i	i	-4	i	i	i
Cc1ccsc1C(=O)N1CCc2ccccc2C1	i	i	i	i	i	i	i	-11	i	i	i
COc1ccc(/C=N/NC(=O)c2nnn(-c3nonc3N)c2-c2cccc(OC)c2)cc1	i	i	i	i	i	i	i	-9	i	7.2*	i
CCOC(=O)Cc1csc(SCc2nc3sc4c(c3c(=O)[nH]2)CCC4)n1	i	i	nt	i	nt	nt	nt	nt	nt	i	i
CC(=O)Nc1nc(-c2ccc(Cl)cc2)ns1	i	i	i	i	i	i	i	-10	i	i	i
O=C(COC(=O)c1ccc[nH]c1=O)Nc1ccc(S(=O)(=O)N2CCCC2)cc1	i	i	i	i	i	i	i	-12	i	i	i
COc1ccc(-c2nn(-c3ccccc3)cc2/C=N/NC(=O)c2cccc(S(=O)(=O)Nc3ccccc3OC)c2)cc1	i	i	i	i	i	i	i	-4	i	i	i
N#Cc1cc(N)ccc1Sc1ccc(Cl)cc1	i	i	-7*	i	-8.5*	i	i	-6	i	i	i
Cc1ccc(NC(=O)C2CCCN(C(=O)c3ccc(Cl)cc3)C2)cc1 (configuration not stated)	i	i	i	i	i	i	i	-7	i	i	i
COc1ccc(COc2cc(-c3cccc(OC)c3)nc3ccc(NC(=O)c4ccccc4)cc23)cc1	i	i	i	i	i	i	i	-12	i	i	i
CC1CCN(c2ccc(NC(=O)c3cccnc3Cl)cc2)CC1	i	i	i	i	i	i	i	-3	i	i	i
CCNC(=O)COc1ccc(F)cc1C(=O)c1cnn(-c2ccccc2)c1	i	i	i	i	i	i	i	-6	i	i	i
O=C(Nc1nc2cc3c(cc2s1)OCO3)c1cccc(N2C(=O)CCC2=O)c1	i	i	i	i	i	i	i	-5	i	i	i
COCCn1c(SCC(=O)Nc2ncc(Cl)c(C)c2Cl)nc2ccccc21	i	i	i	i	i	i	i	-7	i	i	i
CC(=O)c1c(C)[nH]c(C(=O)N2CCN(c3ccccn3)CC2)c1C	i	i	i	i	i	i	i	-12	i	i	i
Cc1ccc(OCC(=O)NCCNC(=O)c2ccc(C)nc2)cc1	i	i	i	i	i	i	i	-3	i	i	i
O=C1c2ccccc2NC(c2ccc3c(c2)OCO3)N1O (configuration not stated)	i	i	i	i	i	i	i	-7	i	i	i
O=C(CN1CCN(S(=O)(=O)c2ccccc2)CC1)NC(=O)NCc1ccccc1	i	i	i	-11*	i	i	i	2	i	i	i
CC(C)N1CCN(Cc2ccc(-c3ccccc3Cl)o2)CC1CCO (configuration not stated)	i	i	i	i	i	i	i	-12	i	i	i
CC1CCN(C(=O)CNC(=O)c2ccc(Cl)cc2Cl)CC1	i	i	i	i	i	i	i	-3	i	i	i
O=C1C(=O)N(c2ccccc2)c2ccccc21	i	30*	i	i	i	i	i	-13	i	i	i
Cn1c(=NC(=O)CS(=O)(=O)c2ccccc2)sc2ccccc21	i	i	i	i	i	i	i	-9	i	i	i
COC(=O)N/N=C/c1cc([N+](=O)[O-])cc(Br)c1O	i	i	i	i	i	i	i	-10	i	i	i
CCN(C(=O)C1=COCCO1)c1nc2c(C)cccc2s1	i	i	i	i	i	i	i	-6	i	i	i
Cn1nc(C(F)(F)F)c(CO)c1Sc1ccc(F)cc1	i	i	i	i	i	i	i	-5	i	i	i
CC1CCCC(C)N1C(=O)c1cccc2c1-c1ccccc1/C2=N/O (configuration not stated)	i	i	nt	i	nt	nt	nt	nt	nt	i	i
Cc1ccc(SCc2ccc(C(=O)Nc3ccccc3C(=O)NC(C)C)cc2)cc1	i	i	i	i	i	i	i	-2	i	i	i
Cc1cc(C)cc(NC(=O)N2CCN(S(C)(=O)=O)CC2)c1	i	i	i	i	i	i	i	-7	i	i	i
CCCc1nc2oc3c(=O)[nH]cnc3c2c2c1COC(C)(C)C2	i	i	i	i	i	i	i	-13	i	i	i
Cc1ccc(CNc2ncnc3cc(Cl)ccc23)cc1	i	i	i	i	i	i	i	-7	i	i	i
O=C(NC1CC1)C(=O)c1c(-c2ccccc2)[nH]c2ccccc12	i	i	i	-7.5*	i	i	i	-7	i	i	i
Cc1ccc(C)c(CN2C(=O)COc3ccccc32)c1	i	i	i	i	i	i	i	-8	i	i	i
